Compound activity deposited in PubChem by National Center for Advancing Translational Sciences (NCATS).
rTrxR1 inhibitor: blocks rat thioredoxin reductase 1; O89049; recombinant rTrxR1, NADPH fluorescence consumption, selenite substrate; 390,000 compounds, 1% hits; Potency, µM (titrated, usually from 114 µM), inactives show at the top dose activity change, negative = inhibition, usual class: inhibitors; also: potency is read from the fitted curve at half-maximal effect; % is scaled to controls: 0 for no effect and ±100 for the full control effect; nearly all actives have a fitted effect of over 65% in size
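Rat TrxR1 (90 nM in the dispensed reagent) was pre-reduced with 400 uM NADPH for 5 min at room temperature, then incubated with compound for 15 min. After 400 uM selenite was added, NADPH fluorescence (Ex 340/Em 450 nm) was followed for 8 min.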
HP1b chromo inh: blocks HP1-beta chromodomain binding to methylated histone tails | P83916 | AlphaScreen HP1-beta / biotin-H3K9me3 peptide binding | Potency, µM (titrated, usually from 114 µM), without a hit: at the highest dose activity change, negative = inhibition, usual class: inhibitors | 390,000 compounds, 0.56% hits | AID 540317; also: potency is read from the fitted curve at half-maximal effect; nearly all actives have a fitted effect of over 70% in size; inactives centre near 23
Target sequence (P83916 whole entry, looked up): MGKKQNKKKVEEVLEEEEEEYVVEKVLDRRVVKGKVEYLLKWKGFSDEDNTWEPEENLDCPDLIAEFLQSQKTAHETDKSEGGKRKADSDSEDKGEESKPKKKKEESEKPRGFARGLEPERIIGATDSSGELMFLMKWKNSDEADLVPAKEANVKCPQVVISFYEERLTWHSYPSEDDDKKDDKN
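HP1-beta protein (50 nM final) preincubated 30 min at room temperature with biotinylated H3(1-18)K9me3 peptide (50 nM) in PBS pH 7.4, 0.01% Tween-20, then compound added for 30 min. AlphaScreen streptavidin donor/nickel chelate acceptor beads (10 ug/mL final), 30 min dark, luminescence read.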
GLS inhibitor: blocks human kidney-isoform glutaminase activity; O94925; GLS enzymatic activity, qHTS titration; Potency, µM (top dose mostly 45.5 µM), inactives show top-dose activity change, negative = inhibition, actives largely listed as inhibitors; 410,000 compounds, 0.21% hits; also: potency is read from the fitted curve at half-maximal effect; % is scaled to controls: 0 for no effect and ±100 for the full control effect
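Read-out is an Amplex red fluorescence increase coupled through glutamate oxidase and HRP, measured before and after 30 min room-temperature incubation. hKGA is in 45 mM KH2PO4 (pH 8.2) with 0.02% Tween-20; glutamine added as 1mM solution.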
Pin1 inh: human Pin1 inhibition; Q13526; Pin1 FP peptide displacement, HiFluor488, 10 min; Potency, µM (series often up to 115 µM), inactives show top-dose activity, negative = inhibition, usual class: inhibitors; 390,000 compounds, 0.009% hits; AID 504891; active = well fitted inhibition curve with a large enough effect in the polarisation, with a control signal flat, not every such curve was filed as active; inconclusive = small, poorly fitted or top-dose-only effect, or effect the other way, or a change in a side signal; inactive = no such curve, though single readings can be large or run the other way; the % refers to the polarisation; also: potency is read from the fitted curve at half-maximal effect; % is scaled to controls: 0 for no effect and ±100 for the full control effect
TrxR1 substrate: is turned over as a substrate by rat TrxR1; O89049; purified TrxR1 substrate turnover, NADPH consumption readout; Potency, µM (series often up to 114 µM), for the others: at the highest dose activity change, negative = substrate turnover; 390,000 compounds, 0.01% hits; AID 588456; also: potency is read from the fitted curve at half-maximal effect; % is scaled to controls: 0 for no effect and ±100 for the full control effect; nearly all actives have a fitted effect of over 50% in size
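Rat TrxR1, dispensed at 90 nM, was prereduced with 400 uM NADPH (final) for 5 min at ~22 deg C, then incubated with compound 15 min before 400 uM selenite. A first-read NADPH fluorescence drop versus no-compound background flagged substrates.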
IDH1 R132H inh: human IDH1 R132H inhibition; IDH1-R132H enzyme, NADPH consumption, diaphorase/resazurin fluorescence; 390,000 compounds, 0.093% hits; Potency, µM (highest dose often 76.6 µM), for the others: at the highest dose activity change, negative = inhibition, actives largely listed as inhibitors; AID 602179; O75874; also: potency is read from the fitted curve at half-maximal effect; % is scaled to controls: 0 for no effect and ±100 for the full control effect; nearly all actives have a fitted effect of over 65% in size
Target sequence (O75874 whole entry R132H, stated change not applied): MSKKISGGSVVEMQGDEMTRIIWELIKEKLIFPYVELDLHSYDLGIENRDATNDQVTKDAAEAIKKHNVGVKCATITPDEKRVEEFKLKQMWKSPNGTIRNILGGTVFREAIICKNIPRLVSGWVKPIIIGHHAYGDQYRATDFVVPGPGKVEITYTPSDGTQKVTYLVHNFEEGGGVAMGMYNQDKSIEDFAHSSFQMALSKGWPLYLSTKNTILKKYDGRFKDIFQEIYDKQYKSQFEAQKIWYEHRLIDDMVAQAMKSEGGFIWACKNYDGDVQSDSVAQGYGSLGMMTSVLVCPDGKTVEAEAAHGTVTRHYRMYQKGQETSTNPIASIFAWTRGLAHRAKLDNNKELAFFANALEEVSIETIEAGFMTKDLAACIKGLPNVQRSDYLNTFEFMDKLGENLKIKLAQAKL
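IDH1-R132H (0.5 ug/mL dispensed) in pH 7.5 Tris buffer was preincubated 30 min with compound, then given a substrate mix of 0.016 mM NADPH and 2 mM alpha-KG for 80 min at room temperature; remaining NADPH was read by diaphorase/resazurin fluorescence.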
Tb PGK inh: blocks T. brucei phosphoglycerate kinase; P07378; PGK/GAPDH coupled, Kinase-Glo luminescence, 60 min; Potency, µM (highest dose often 57.5 µM), for the others: top-dose activity change, negative = inhibition, usual class: inhibitors; 380,000 compounds, 0.043% hits; also: potency is read from the fitted curve at half-maximal effect; % is scaled to controls: 0 for no effect and ±100 for the full control effect; nearly all actives have a fitted effect of over 60% in size
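Recombinant glycosomal PGK reaction used 1,3-bisphosphoglycerate generated in-well by GAPDH (100nM final) in 100mM TEA pH 7.6, 5mM MgCl2, 0.01% Tween-20. After 60 minutes at room temperature, ATP was read by Kinase-Glo Plus luminescence end-point.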
PI4K2A inh: PI4K2A (human) kinase inhibition | Q9BTU6 | 420,000 compounds, 0.13% hits | activity change, negative = inhibition, % at 76.9 µM | purified PI4K2A, ADP-Glo luminescence, 1 h; stronger effect = lower value; in the data active = activity change below about -50%; inconclusive = mostly about -30% to -49%;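 also: -100% = wells without enzyme as full effect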
Target sequence (Q9BTU6 whole entry, looked up): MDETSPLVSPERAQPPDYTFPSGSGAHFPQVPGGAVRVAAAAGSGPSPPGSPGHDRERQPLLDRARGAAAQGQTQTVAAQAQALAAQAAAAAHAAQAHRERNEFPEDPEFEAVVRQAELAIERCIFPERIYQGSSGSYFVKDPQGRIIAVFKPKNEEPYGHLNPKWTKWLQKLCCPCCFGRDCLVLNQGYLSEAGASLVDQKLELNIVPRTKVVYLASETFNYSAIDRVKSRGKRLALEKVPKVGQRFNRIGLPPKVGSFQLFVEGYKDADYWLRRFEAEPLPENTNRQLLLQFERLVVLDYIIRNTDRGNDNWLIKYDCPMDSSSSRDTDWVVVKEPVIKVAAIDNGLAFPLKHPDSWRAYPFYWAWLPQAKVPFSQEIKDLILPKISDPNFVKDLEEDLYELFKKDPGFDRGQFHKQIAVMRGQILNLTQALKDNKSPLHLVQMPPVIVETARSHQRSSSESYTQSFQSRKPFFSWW
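PI4K2A activity was measured by ADP-Glo luminescence: enzyme (4 ug/mL stock) and phosphatidylinositol (1.2 mM stock) in Tris pH 7.5/MgCl2/EGTA/Triton X-100 buffer were reacted with ATP (300 microM stock) for one hour at ambient temperature.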
USP1 inh: blocks the human USP1/UAF1 deubiquitinase complex | Potency, µM (titrated, usually from 57.1 µM), inactives show at the highest dose activity change, negative = inhibition, usual class: inhibitors | 390,000 compounds, 0.23% hits | recombinant USP1/UAF1, Ub-Rhodamine cleavage fluorescence | O94782 | AID 743255; also: potency is read from the fitted curve at half-maximal effect; % is scaled to controls: 0 for no effect and ±100 for the full control effect; nearly all actives have a fitted effect of over 60% in size; inactives centre near -12
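High-throughput fluorogenic screen: 1nM USP1/UAF1 complex, Ub-Rho substrate 150nM final, 50mM HEPES pH 7.8 with 0.5mM EDTA, 0.1 mg/ml BSA, 1mM TCEP and 0.01% Tween-20.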
Starred values were filed as active, the others as inactive; i = inactive; ? = inconclusive; . = no result given; & = joins results of further samples; [ ] = another dose, or the depositor's remark. Unless noted, calls follow the shape of the dose curve; as a rule, active = well fitted curve in the direction sought with a large enough effect; inconclusive = small, poorly fitted or top-dose-only effect, or another doubt; inactive = no such curve, though single readings can be large; an effect the other way counts as inactive or inconclusive. The list is partial; count on the stated rates, not on these rows.

SMILES | rTrxR1 inhibitor | HP1b chromo inh | GLS inhibitor | Pin1 inh | TrxR1 substrate | IDH1 R132H inh | Tb PGK inh | PI4K2A inh | USP1 inh
COc1ccc(C2c3ccc(O)cc3Oc3ncn(CCCO)c(=N)c32)cc1OC (configuration not stated) | 24% | 30% | 5% | 5% | 4% | -5% | -3% | 1 | -7%
COC(=O)c1cc(C(=O)OCC(=O)NC2CCS(=O)(=O)C2)cc([N+](=O)[O-])c1 (configuration not stated) | 21%[57.1 µM] | 29% | -2% | 5% | 8%[57.1 µM] | 7% | 1% | 2 | -11%
Cc1nc2nc(COc3ccccc3)nn2c(C)c1Cl | 10%[57.1 µM] | -2% | -2% | 0% | 8%[57.1 µM] | -1% | 3% | 5 | -13%
CCCCCCCCCCC[C@@H](C[C@@H]1OC(=O)[C@H]1CCCCCC)OC(=O)[C@H](CC(C)C)NC=O | 28% | 81%[activator] | -3% | -2% | 10% | 2% | 3% | 3&1 | ?
N#CC1=C(N)C(C#N)(C#N)C(c2cccnc2)C2COCC=C12 (configuration not stated) | -4%[57.1 µM] | 64%[activator] | 7% | -4% | 5%[57.1 µM] | ? | 2% | 2 | -16%
Cc1cccc(N2CCN(C(=O)n3ccnc3)CC2)c1C | ? | 22% | 21% | 10% | 6% | 3% | 2% | 4 | -15%
O=C(CSc1nc(Nc2ccccc2)c2ccccc2n1)c1ccc(Cl)cc1 | 17%[57.1 µM] | -9% | -10% | -2% | 0%[57.1 µM] | -5% | i | 6 | -23%
NC(=O)C1CC(=O)N(c2ccc(OCc3ccc(Cl)cc3Cl)cc2)C1 (configuration not stated) | 17% | 33% | -11% | 6% | 2% | 5% | -5% | -1 | -11%
COC(=O)c1ccccc1NC(=O)CSc1nc(C)c(Cl)c(C)c1C#N | 29%[57.1 µM] | 31% | 13% | 2% | 10%[57.1 µM] | 4% | -6% | -6 | -13%
O=C1CCC(/C=C/c2ccccc2)=NN1Cc1ccccc1Cl | 15%[57.1 µM] | 78%[activator] | -10% | -19% | -5% | 7% | -10% | 2 | -8%
COc1ccc(Cc2nc3ccc(C(=O)NCc4cccc(C)n4)cc3o2)cc1OC | . | . | -2% | . | . | 14% | -8% | 1 | -22%
O=C(C1=C(O)C(=O)N(Cc2ccco2)C1c1cccs1)c1cccs1 (configuration not stated) | ? | 35% | 23% | 2% | -9% | 6% | -11% | 3 | -5%
NS(=O)(=O)c1ccc(NC(=O)NC2CCCCC2)cc1 | 0% | 40%[activator] | 5% | -13% | 0% | 4% | 1% | 1 | -14%
COc1cc(N)ccc1NC(=O)c1cc2ccccc2o1 | 11% | -5% | 7% | 2% | -2% | -5% | -7% | -1 | -20%
COc1ccc(C(=O)NCc2ccncc2)cc1OC | 6%[57.1 µM] | 25% | 13% | 0% | -1%[57.1 µM] | 6% | 6% | 2 | -16%
NC(=O)c1ccc(F)cc1 | 11%[57.1 µM] | 19% | 4% | 2% | 14%[57.1 µM] | 8% | -5% | 7 | -13%
Cc1cccc(NC(=O)CCN2CC(C)CC(C)C2)c1 (configuration not stated) | 15% | 29% | 1% | -3% | 5% | -5% | -5% | 0 | -20%
COc1ccc(NC(=O)CSCC(=O)Nc2cccc3ncccc23)cc1 | -10% | 16% | -11% | -8% | -11% | 5% | -2% | -3 | -15%
Cc1cccc(N=C/C(C(=O)C(F)(F)F)=C(\O)c2ccco2)c1 | -16% | 25% | 14% | ? | -14% | 1% | -10% | -7 | -3%
COc1ccc(CC(=O)N/N=C(\C)CC(=O)Nc2ccc(N(C)C)cc2)cc1 | -7% | 11% | 26% | -6% | -7% | 0% | -2% | -1 | -10%
CCOC(=O)c1cnc2c(Cl)c(Cl)ccc2c1N1CCN(C)CC1 | -20% | 5% | 14% | -2% | -15% | 14% | i | 8 | -5%
COc1ccc(-c2csc(NC(=O)COc3ccc(N(C)S(=O)(=O)c4ccc(C)cc4)cc3)n2)cc1 | -12% | 0% | 8% | 28% | -11% | 1% | 3% | -4 | 1%
CCc1c2ccccc2nn1-c1ccccc1C(=O)C(C)=O | 20% | 13% | 9% | -19% | -4% | 6% | -4% | -5 | -2%
CCNS(=O)(=O)c1ccc(NS(=O)(=O)c2cc(C)ccc2C)cc1 | -5% | 4% | 11% | -2% | 0% | 0% | -3% | 5 | 1%
CCC(=O)N1CCN=C1SCc1c(F)cccc1Cl | -15% | 28% | 18% | -1% | -9% | -12% | 5% | 0 | -5%
Other compounds
SMILES | rTrxR1 inhibitor | HP1b chromo inh | GLS inhibitor | Pin1 inh | TrxR1 substrate | IDH1 R132H inh | Tb PGK inh | PI4K2A inh | USP1 inh
CCn1c(SC)nnc1-c1ccc(S(=O)(=O)N2CCCCC2)cc1 | 19% | 23% | 9% | 0% | 30% | 7% | -9% | 3 | 7%
COC(=O)c1scc(-c2ccc(C)cc2)c1S(=O)(=O)Nc1ccc(NC(C)=O)cc1 | -18%[57.1 µM] | -2% | 2% | -3% | -11%[57.1 µM] | 13% | -3% | 7 | -29%
O=P(OC1CCCCC1)(OC1CCCCC1)C(Nc1ccccc1)c1cccnc1 (configuration not stated) | -3%[11.4 µM] | 11% | -7% | 4% | -5%[11.4 µM] | -1% | -4% | 3 | 5%
CCCSc1nc(-c2ccccc2)cc(C(F)(F)F)c1C#N | 21% | 177%[activator] | 3% | 2% | 16% | 7% | -2% | -2 | -18%
CCOc1ccccc1N1CCN(Cc2ccco2)CC1 | 22% | ? | 27% | -2% | 11% | 2% | . | -14 | -10%
COc1cccc(NC(=O)C2CCN(S(=O)(=O)c3ccc4c(c3)N(C(C)=O)CCO4)CC2)c1 | 4% | 16% | 3% | -6% | -8% | 0% | -1% | 1 | -7%
OCc1c(Cl)nc2ccccn12 | 12% | 31% | 1% | -2% | 11% | 0% | -2% | 1 | -16%
COc1ccc(OCC(NS(=O)(=O)c2ccc(-n3cnnn3)cc2)C(C)C)cc1 (configuration not stated) | 6% | 16% | 1% | -11% | -5% | 8% | i | -3 | -12%
COc1ccc(CNC(=O)CCc2ccc(S(=O)(=O)N3CCCCCC3)cc2)cc1 | 14% | 30% | -1% | 1% | -2% | 6% | -8% | -1 | -11%
COc1cccc(C(=O)NCCc2csc3nc(-c4ccccc4F)nn23)c1OC | 10%[57.1 µM] | 26%[57 µM] | -1% | 3% | 1%[57.1 µM] | -13% | 11% | -4 | -4%
Cc1ccc(NC(=O)CN(C)C(=O)CSc2n[nH]c(N)n2)cc1 | 9% | 13% | 27% | 0% | 8%[57.1 µM] | -5% | 7% | 4 | 3%
CSc1nnc2c3c4c(sc3nc(-n3nc(C)cc3C)n12)COC(C)(C)C4 | -15% | -9% | ? | -3% | -12% | 0% | i | 3 | -7%
Cc1ccc(Cl)cc1NC(=O)C(=O)NCCc1sc(-c2ccc(F)cc2)nc1C | 19%[57.1 µM] | 18%[57 µM] | 3% | 1% | 5%[57.1 µM] | 15% | -4% | 4 | -22%
CCCCn1c(O)c(N=NC(=O)Cn2c(C(F)(F)F)nc3ccccc32)c2ccccc21 | 1% | 5% | -1% | -4% | -4% | -14% | -4% | 2 | 5%
COc1ccc(C(=O)NNC(=O)Cn2nc(C)cc2C)cc1S(=O)(=O)N1CCOCC1 | . | . | 18% | . | . | 14% | -2% | 3 | -13%
COc1ccc(C2CC(c3cc(OC)ccc3OC)n3nnnc3N2)cc1 (configuration not stated) | 1% | 20% | 0% | -2% | -1% | 5% | 0% | 0 | -18%
COc1ccc(Cl)cc1NC(=O)[C@@]1(CC(=O)O)CC(/C=C/c2ccccc2)=NO1 | -1% | 23% | 13% | -12% | -6% | -8% | -1% | -2 | -11%
CCOC(=O)C1=C(COC(=O)CNS(=O)(=O)c2c(F)cc(F)cc2Br)NC(=O)NC1C (configuration not stated) | 10% | 30% | -7% | 4% | 0% | 0% | -10% | 0 | -21%
CCN(CC)C(=O)Cn1cc(SCC(=O)Nc2ccc(C)cc2)c2ccccc21 | 24% | 24% | -1% | -1% | 7% | 10% | 0% | 4 | 13%
Cc1ccc(S(=O)(=O)N2CCN(Cc3csc(C)n3)CC2)cc1 | -15% | 26% | -4% | -3% | -6% | 1% | 2% | -2 | 1%
CN(Cc1ccc(N(C)C)cc1)C(=O)c1cc2ccccc2o1 | -3%[57.1 µM] | ? | -4% | 2% | 4%[57.1 µM] | -1% | -3% | -17 | -10%
O=C(Cn1c(=O)n(Cc2ccc(F)cc2)c(=O)c2ccccc21)NCC1CCCO1 (configuration not stated) | 17%[57.1 µM] | -11% | -10% | ? | 4%[57.1 µM] | 5% | -1% | 3 | -16%

Entries of single compounds as entered above:
Results for COc1ccc(Cc2nc3ccc(C(=O)NCc4cccc(C)n4)cc3o2)cc1OC → rTrxR1 inhibitor = .; HP1b chromo inh = .; GLS inhibitor = -2%; Pin1 inh = .; TrxR1 substrate = .; IDH1 R132H inh = 14%; Tb PGK inh = -8%; PI4K2A inh = 1; USP1 inh = -22%
Results for COc1ccc(CNC(=O)CCc2ccc(S(=O)(=O)N3CCCCCC3)cc2)cc1 → rTrxR1 inhibitor = 14%; HP1b chromo inh = 30%; GLS inhibitor = -1%; Pin1 inh = 1%; TrxR1 substrate = -2%; IDH1 R132H inh = 6%; Tb PGK inh = -8%; PI4K2A inh = -1; USP1 inh = -11%
